Screening data: PubChem BioAssay, several laboratories
Furin inh: human furin inhibitors, primary screen, biochemical, fluorescence intensity. P09958. purified furin, fluorogenic substrate cleavage. inhibition, % at 30 µM. 220,000 tested, 0.061% active. AID 463115, 2010; in the data active = inhibition above about 25%; note: inactives centre near -15
RBBP9 inh: human RBBP9 inhibitors, primary screen, biochemical, fluorescence polarization, FP-Rh probe, HTS; Serine hydrolase RBBP9 (Homo sapiens), O75884; recombinant RBBP9; inhibition, % at 7.94 µM; 220,000 tested, 0.2% active;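 active = inhibition above the campaign mean of all tested compounds plus 3 SD, cut at about 14% in these data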;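 note: plate controls were DMSO wells with RBBP9 for no effect and wells lacking RBBP9 protein for full effect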
Target sequence (O75884 whole entry, looked up): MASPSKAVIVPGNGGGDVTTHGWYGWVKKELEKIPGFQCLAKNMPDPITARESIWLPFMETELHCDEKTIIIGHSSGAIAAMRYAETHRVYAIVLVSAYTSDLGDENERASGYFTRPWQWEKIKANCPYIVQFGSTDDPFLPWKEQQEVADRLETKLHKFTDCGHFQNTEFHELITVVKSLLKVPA
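Test system: recombinant human RBBP9; Timing: 30 min then 45 min, 25 °C; Detection: fluorescence polarization; Control set: RBBP9 with DMSO as uninhibited control, no-protein wells as full inhibition; Compound dosing: one concentration, 7.94 µM nominal, 0.794% DMSO; Probe or stimulus: FP-Rh activity-based probe, 375 nM before mixing.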
p97 ATPase inh: inhibitors of human p97 ATPase, primary screen, biochemical. 220,000 tested, 0.42% active. AID 1481, 2009. recombinant p97 ATPase, Kinase-Glo ATP luminescence, 3 h. inhibition, % at 8 µM. Transitional endoplasmic reticulum ATPase (Homo sapiens), P55072; in the data active = inhibition above about 15%;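 note: 0% = DMSO vehicle and 100% = wells lacking enzyme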
EP2 antag: human EP2 receptor antagonists, primary screen, TR-FRET cAMP, C6 glioma cells | Prostaglandin E2 receptor EP2 subtype (Homo sapiens), P43116 | C6 glioma cells expressing human EP2; cells stimulated with saturating PGE2 | inhibition, % at 25 µM | 260,000 tested, 0.52% active | AID 1422, 2008;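 active = percent inhibition above 40 after rounding to a whole number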;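 note: rat C6 glioma host cells with rolipram phosphodiesterase inhibitor present; the protocol text gives 20 µM as final concentration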
Target sequence (P43116 whole entry, looked up): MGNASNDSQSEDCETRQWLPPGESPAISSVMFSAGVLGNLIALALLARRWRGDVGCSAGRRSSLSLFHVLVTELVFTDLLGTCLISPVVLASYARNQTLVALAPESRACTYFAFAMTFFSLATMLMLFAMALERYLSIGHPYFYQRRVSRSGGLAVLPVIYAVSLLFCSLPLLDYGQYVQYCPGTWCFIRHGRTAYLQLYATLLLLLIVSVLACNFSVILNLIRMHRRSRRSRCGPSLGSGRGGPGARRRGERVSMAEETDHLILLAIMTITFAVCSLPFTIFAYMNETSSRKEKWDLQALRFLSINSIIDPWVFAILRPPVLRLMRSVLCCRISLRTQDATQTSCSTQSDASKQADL
BaF3 parental: parental Ba/F3 cell viability inhibition, counter-screen for JAK2V617F inhibitor project, murine pro-B, CellTiter-Glo luminescence. CellTiter-Glo ATP luminescence. inhibition, % at 5.6 µM. 220,000 tested, 1.1% active;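 active = inhibition above a per-campaign cutoff, the mean inhibition of all tested compounds plus 3 SD, cut at about 27% in these data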;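 note: 0% = DMSO wells and 100% = JAK Inhibitor I control wells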
TbHK1 inh: Trypanosoma brucei hexokinase 1 inhibitors, primary screen, biochemical, G6PDH-coupled NADH absorbance, MLSCN library; recombinant TbHK1, G6PDH-coupled NADH A340; inhibition, % at 10 µM; 220,000 tested, 0.11% active; hexokinase 1 [Trypanosoma brucei];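 active = inhibition of 50% or more in the single-dose primary screen; inactive = inhibition below 50%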
Ba/F3 V617F tox: reduced viability of JAK2V617F-dependent Ba/F3 cells, primary screen, JAK2V617F inhibitor project, cell-based, Ba/F3 EpoR-JAK2V617F, luminescence; ATP luminescence; inhibition, % at 5.6 µM; 220,000 tested, 1.1% active; AID 1446, 2008;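 active = inhibition above the campaign mean plus 3 SD over all tested compounds, cut at about 24% in these data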;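 note: cytokine-independent growth of Ba/F3 cells driven by EpoR plus mutant JAK2; 0% = DMSO-treated cells and 100% = JAK inhibitor I control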
PPC-1+TRAIL kill: compounds killing PPC-1 cancer cells with TRAIL present, primary screen, TRAIL potentiator project, ATPLite luminescence, uHTS; 220,000 tested, 0.41% active; PPC-1 cells + TRAIL, ATPLite viability luminescence; cell killing (% activity), % at 4 µM;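 active = cell killing above 50% in the first pass at 4 µM, then a duplicate retest at 5 µM averaging 50% or more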;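 note: plate controls were cells with TRAIL plus DMSO for no effect and medium-only wells lacking cells for full effect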
NCF1 inh: p47phox/p22phox peptide binding inhibitors, primary screen, biochemical, uHTS, NADPH oxidase regulatory subunit | 220,000 tested, 0.53% active | fluorescence polarization, 2 h | inhibition, % at 24.7 µM | Neutrophil cytosol factor 1 (Homo sapiens), P14598;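 active = inhibition above about 30%, limit read from the data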;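 note: 0% = p47phox with labelled peptide and 100% = labelled peptide alone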
Target sequence (P14598 whole entry, looked up): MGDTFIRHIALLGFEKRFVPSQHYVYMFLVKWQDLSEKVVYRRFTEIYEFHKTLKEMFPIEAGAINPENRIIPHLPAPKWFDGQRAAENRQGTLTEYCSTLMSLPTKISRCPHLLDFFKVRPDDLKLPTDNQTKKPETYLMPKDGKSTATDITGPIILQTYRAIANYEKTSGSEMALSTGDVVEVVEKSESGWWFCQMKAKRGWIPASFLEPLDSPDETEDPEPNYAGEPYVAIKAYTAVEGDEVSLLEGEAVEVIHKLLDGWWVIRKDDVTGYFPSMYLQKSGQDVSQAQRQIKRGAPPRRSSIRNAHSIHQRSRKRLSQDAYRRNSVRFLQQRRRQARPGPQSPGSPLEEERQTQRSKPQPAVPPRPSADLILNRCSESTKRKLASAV
Numbers without * were called inactive; [ ] = dose if it differs, or a comment.

How did CCCc1sc(N/N=C/c2ccccn2)nc1-c1ccc(F)cc1 do in these assays?
Furin inh: -18.7[20 µM]; RBBP9 inh: 2.5; p97 ATPase inh: -5.7; EP2 antag: 13.3; BaF3 parental: 11.3; TbHK1 inh: 0.1; Ba/F3 V617F tox: 7.2; PPC-1+TRAIL kill: -3.7; NCF1 inh: -19.9

What do the screens show for `O=C(O)CCc1ccc(-c2ccccc2)o1`?
Furin inh: -25.6[20 µM]; RBBP9 inh: -10.1; p97 ATPase inh: -3.6; EP2 antag: 16.7; BaF3 parental: 1.1; TbHK1 inh: 7.5; Ba/F3 V617F tox: 1.1; PPC-1+TRAIL kill: 19.8; NCF1 inh: -9.4

What do the screens show for `O=C(CCc1nnc(Cc2c[nH]c3ccccc23)o1)NC(C1CC1)C1CC1`?
Furin inh: -18.8; RBBP9 inh: -7.9; p97 ATPase inh: -3.9; EP2 antag: 2.6; BaF3 parental: 0.9; TbHK1 inh: -2.1; Ba/F3 V617F tox: -1.7; NCF1 inh: -6.2

Results for CCN(CC(=O)NC(C)(C)C)C(=O)COc1c(Cl)cc(Cl)c2ccc(C)nc12 ?
Furin inh: -10.6; RBBP9 inh: -9.5; p97 ATPase inh: -4.4; EP2 antag: 11.4; BaF3 parental: -1.3; TbHK1 inh: -6.8; Ba/F3 V617F tox: -1.8; PPC-1+TRAIL kill: 9.6; NCF1 inh: -5.8

What do the screens show for `O=C(CSc1nc2ccccc2c(=O)n1-c1ccccc1)N1CCc2ccccc2C1`?
Furin inh: -19.9; RBBP9 inh: -7.2; p97 ATPase inh: 1.1; EP2 antag: 10.6; BaF3 parental: 2.7; TbHK1 inh: -2.6; Ba/F3 V617F tox: 2.2; PPC-1+TRAIL kill: 1.1; NCF1 inh: -4.2

How did CCS(=O)(=O)c1ccc2oc(SCC(=O)Nc3ccc(OC)cc3OC)nc2c1 do in these assays?
Furin inh: -31.5; RBBP9 inh: -7.4; p97 ATPase inh: 4.9; EP2 antag: 3.2; BaF3 parental: 5.6; TbHK1 inh: -0.8; Ba/F3 V617F tox: -1.0; PPC-1+TRAIL kill: 3.7; NCF1 inh: -4.6

What do the screens show for `CC(C)C(=O)Nc1nnc(SCC(=O)Nc2ccc3c(c2)OCCO3)s1`?
Furin inh: -30.1; RBBP9 inh: 1.1; p97 ATPase inh: 2.6; EP2 antag: 9.9; BaF3 parental: 2.7; TbHK1 inh: -1.0; Ba/F3 V617F tox: -3.1; PPC-1+TRAIL kill: 15.1; NCF1 inh: -11.6

Results for N#Cc1ccc2c(c1)nc1ccccn12 ?
Furin inh: -101.9; RBBP9 inh: -1.0; p97 ATPase inh: 1.7; EP2 antag: 10.1; BaF3 parental: 3.6; TbHK1 inh: -0.3; Ba/F3 V617F tox: 0.7; PPC-1+TRAIL kill: 1.0; NCF1 inh: -1.0

How did OCC1(CCOc2ccccc2)CCN(Cc2cccn2-c2ncccn2)CC1 do in these assays?
Furin inh: -21.9; RBBP9 inh: -1.2; p97 ATPase inh: 1.5; EP2 antag: 3.0; BaF3 parental: 7.0; TbHK1 inh: 5.5; Ba/F3 V617F tox: 5.0; PPC-1+TRAIL kill: 10.5; NCF1 inh: -3.6

How did Cc1ccc(S(=O)(=O)N2CCOCC2)cc1NC(=O)COC(=O)CNC(=O)c1ccc(Oc2ccccc2)cc1 do in these assays?
Furin inh: -5.6; RBBP9 inh: -1.2; p97 ATPase inh: 4.1; EP2 antag: 18.6; BaF3 parental: 1.7; TbHK1 inh: 24.7; Ba/F3 V617F tox: -3.0; PPC-1+TRAIL kill: 18.2; NCF1 inh: -34.4

Results for COc1ccccc1NCC(=O)N/N=C(\C)c1ccc(Br)s1 ?
Furin inh: -15.9; RBBP9 inh: -3.8; p97 ATPase inh: 2.7; EP2 antag: 0.8; BaF3 parental: -2.4; TbHK1 inh: -7.7; Ba/F3 V617F tox: -0.7; PPC-1+TRAIL kill: 4.6; NCF1 inh: -0.5

How did O=C(CSc1nc(-c2ccccc2)cc(C(F)(F)F)n1)NCc1ccco1 do in these assays?
Furin inh: -18.9[20 µM]; RBBP9 inh: -3.3; p97 ATPase inh: -0.5; EP2 antag: 2.0; BaF3 parental: 4.6; TbHK1 inh: 0.6; Ba/F3 V617F tox: -1.8; PPC-1+TRAIL kill: -2.4; NCF1 inh: 4.0

How did COC(=O)C1=C(C)N(CCc2ccc(OC)c(OC)c2)C(=O)/C1=C\N(C)C do in these assays?
Furin inh: -5.2[20 µM]; RBBP9 inh: 2.1; p97 ATPase inh: -2.4; EP2 antag: 26.5; BaF3 parental: 2.3; TbHK1 inh: -11.5; Ba/F3 V617F tox: 4.0; PPC-1+TRAIL kill: 24.6; NCF1 inh: -3.2

Results for O=C1CC(Cc2ccccc2)C(=O)N1c1ccc(Cl)cn1 (stereo not given) ?
Furin inh: -16.8; RBBP9 inh: -0.5; p97 ATPase inh: 6.7; EP2 antag: 9.0; BaF3 parental: 7.0; TbHK1 inh: -2.7; Ba/F3 V617F tox: -3.1; PPC-1+TRAIL kill: 26.9; NCF1 inh: -7.1

How did CSc1nc(C)cc(OCC#N)n1 do in these assays?
Furin inh: -15.1; RBBP9 inh: 3.7; p97 ATPase inh: 4.9; EP2 antag: 8.1; BaF3 parental: 3.4; TbHK1 inh: 9.2; Ba/F3 V617F tox: -2.9; PPC-1+TRAIL kill: -2.4; NCF1 inh: -23.7

What do the screens show for `O=C(O)Cc1ccccc1C(=O)O`?
Furin inh: -20.9[20 µM]; RBBP9 inh: -8.7; p97 ATPase inh: -4.5; EP2 antag: -0.4; BaF3 parental: 1.3; TbHK1 inh: 0.9; Ba/F3 V617F tox: 1.4; PPC-1+TRAIL kill: 13.0; NCF1 inh: -6.5

What do the screens show for `O=C(NCC1CCCO1)c1cc(S(=O)(=O)Nc2ccc(Br)cc2)ccc1Cl` (stereo not given)?
Furin inh: -7.3; RBBP9 inh: -6.1; p97 ATPase inh: 2.3; EP2 antag: 6.2; BaF3 parental: 3.3; TbHK1 inh: -6.3; Ba/F3 V617F tox: -4.5; PPC-1+TRAIL kill: -12.2; NCF1 inh: -5.1

How did CSc1nnc2n(CCc3ccccc3)c(=O)c3c4c(sc3n12)CCCC4 do in these assays?
Furin inh: -15.0[20 µM]; RBBP9 inh: -4.3; p97 ATPase inh: -1.4; BaF3 parental: 6.0; TbHK1 inh: -5.7; Ba/F3 V617F tox: -4.7

How did CN(C)c1ccc(N2C(=O)CC(Nc3ccc(N4CCOCC4)cc3)C2=O)cc1 (stereo not given) do in these assays?
Furin inh: -22.9[20 µM]; RBBP9 inh: -0.7; p97 ATPase inh: 7.5; EP2 antag: 11.3; BaF3 parental: 1.1; TbHK1 inh: -7.2; Ba/F3 V617F tox: -2.6; PPC-1+TRAIL kill: 6.5; NCF1 inh: -11.8

What do the screens show for `COc1cc(NC(=O)NS(=O)(=O)c2ccc(C)cc2)cc(OC)c1`?
Furin inh: -13.1[20 µM]; RBBP9 inh: -1.2; p97 ATPase inh: -5.6; EP2 antag: 7.9; BaF3 parental: 1.6; TbHK1 inh: -9.5; Ba/F3 V617F tox: -0.3; PPC-1+TRAIL kill: 46.8; NCF1 inh: -9.0

What do the screens show for `C=CCNC(=O)c1onc(CSc2cc(C)cc(C)c2)c1C(=O)O`?
Furin inh: -5.0[20 µM]; RBBP9 inh: 2.3; p97 ATPase inh: 0.1; EP2 antag: 0.6; BaF3 parental: 1.9; TbHK1 inh: -1.0; Ba/F3 V617F tox: -0.1; PPC-1+TRAIL kill: 8.7; NCF1 inh: -1.2

Results for CC1=C(C(=O)Nc2ccccc2C)C2(CCCCC2)C(C(N)=O)C(=S)N1 (stereo not given) ?
Furin inh: -5.8; RBBP9 inh: 2.4; p97 ATPase inh: -5.6; EP2 antag: 7.1; BaF3 parental: 16.4; TbHK1 inh: -18.3; Ba/F3 V617F tox: 3.4; PPC-1+TRAIL kill: 16.0; NCF1 inh: 0.2

Results for Cc1onc(-c2ccccc2)c1C(=O)NC(=S)NNC(=O)c1ccc(O)cc1 ?
Furin inh: -24.4; RBBP9 inh: -2.8; p97 ATPase inh: 4.6; EP2 antag: 3.9; BaF3 parental: 7.0; TbHK1 inh: -18.3; Ba/F3 V617F tox: -0.5; PPC-1+TRAIL kill: 31.2; NCF1 inh: -17.4

How did Cc1cc(C2CC(=O)Nc3ccccc3S2)c(C)s1 (stereo not given) do in these assays?
Furin inh: -9.1; RBBP9 inh: -6.4; p97 ATPase inh: -7.5; EP2 antag: 15.5; BaF3 parental: -3.7; TbHK1 inh: -7.8; Ba/F3 V617F tox: -2.0; PPC-1+TRAIL kill: -5.1; NCF1 inh: -10.6

How did CC(=O)NC(=S)NNC(=O)COc1ccc([N+](=O)[O-])cc1 do in these assays?
Furin inh: -28.8; RBBP9 inh: -4.2; p97 ATPase inh: 5.3; EP2 antag: 4.6; BaF3 parental: 5.0; TbHK1 inh: -7.1; Ba/F3 V617F tox: -0.4; PPC-1+TRAIL kill: 32.4; NCF1 inh: -1.6

How did CC1=NN(c2ccccc2)C(=O)C1C(=O)c1ccc([N+](=O)[O-])cc1 (stereo not given) do in these assays?
Furin inh: -27.0; RBBP9 inh: -9.6; p97 ATPase inh: 9.9; EP2 antag: 0.8; BaF3 parental: 9.2; TbHK1 inh: -9.4; Ba/F3 V617F tox: 0.8; PPC-1+TRAIL kill: 9.1; NCF1 inh: -10.1

Results for Cc1nn(Cc2c(F)c(F)c(F)c(F)c2F)c(C)c1NC(=O)c1cccc(COc2ccc(Cl)cc2)c1 ?
Furin inh: -10.2[20 µM]; RBBP9 inh: -8.4; p97 ATPase inh: 0.9; EP2 antag: 10.0; BaF3 parental: 1.2; TbHK1 inh: 3.2; Ba/F3 V617F tox: -2.4; PPC-1+TRAIL kill: 11.5; NCF1 inh: -8.8

Results for CCOC(=O)c1ccc(NC(=S)N2CCC(C(N)=O)CC2)cc1 ?
Furin inh: -20.5; RBBP9 inh: -4.8; p97 ATPase inh: 6.3; EP2 antag: 7.3; BaF3 parental: -0.2; TbHK1 inh: -5.9; Ba/F3 V617F tox: -3.7; PPC-1+TRAIL kill: 4.4; NCF1 inh: -4.9

Part of the list above in order of count of non-hydrogen atoms, largest number first:
Results for Cc1nn(Cc2c(F)c(F)c(F)c(F)c2F)c(C)c1NC(=O)c1cccc(COc2ccc(Cl)cc2)c1 ?
Furin inh: -10.2[20 µM]; RBBP9 inh: -8.4; p97 ATPase inh: 0.9; EP2 antag: 10.0; BaF3 parental: 1.2; TbHK1 inh: 3.2; Ba/F3 V617F tox: -2.4; PPC-1+TRAIL kill: 11.5; NCF1 inh: -8.8

How did CC(=O)NC(=S)NNC(=O)COc1ccc([N+](=O)[O-])cc1 do in these assays?
Furin inh: -28.8; RBBP9 inh: -4.2; p97 ATPase inh: 5.3; EP2 antag: 4.6; BaF3 parental: 5.0; TbHK1 inh: -7.1; Ba/F3 V617F tox: -0.4; PPC-1+TRAIL kill: 32.4; NCF1 inh: -1.6

How did Cc1cc(C2CC(=O)Nc3ccccc3S2)c(C)s1 (stereo not given) do in these assays?
Furin inh: -9.1; RBBP9 inh: -6.4; p97 ATPase inh: -7.5; EP2 antag: 15.5; BaF3 parental: -3.7; TbHK1 inh: -7.8; Ba/F3 V617F tox: -2.0; PPC-1+TRAIL kill: -5.1; NCF1 inh: -10.6

Not all compounds are listed, so the mix of outcomes need not match the whole.
